TbPYK inhibitor – inhibitors of Trypanosoma brucei pyruvate kinase | Q57TT1 | TbPYK enzyme, Kinase-Glo Plus ATP luminescence, 45 min | Potency, µM (top dose mostly 76.8 µM), without a hit: at the top dose activity, negative = inhibition, hits mostly inhibitors | 410,000 tested, 0.12% active | AID 624173; active = well fitted inhibition curve with a large enough effect; inconclusive = small, poorly fitted or top-dose-only effect; note: nearly all actives have a fitted effect of over 50% in size
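Quantitative HTS: titrated library compounds versus trypanosomal pyruvate kinase in TEA buffer (pH 7.2) containing KCl, MgCl2, BSA and Tween-20. Reactions were initiated with ADP, 130 uM final. Kinase-Glo Plus luminescence was read after 45 min at RT.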
* hit, by the source's call; ? = inconclusive; [ ] = another dose, or the depositor's remark. % is set by controls: 0 for no effect and ±100 for the full control effect; potency is the fitted concentration of half-maximal effect. An excerpt, so the mix of outcomes need not match the whole.

SMILES	TbPYK inhibitor
O=C(c1ccc2c(c1)N(Cc1ccc(Cl)cc1)C(=O)c1ccccc1S2(=O)=O)N1CCc2ccccc21	14%
O=C(c1cnccn1)N1CCC2(CC1)CCN(C(c1ccccc1)c1ccccc1)CC2	-5%
CCc1ccc(NC(=O)CC2C(=O)N(c3cccc(C)c3)C(=O)N2Cc2ccc(F)cc2)cc1 (stereo unspecified)	-2%
COC(=O)c1ccccc1NC(=O)[C@H]1O[C@@H]2OC(C)(C)O[C@@H]2[C@H]2OC(C)(C)O[C@H]21	1%
Cc1ccc(F)c(CNC(=O)C2(C)CCCN2C(=O)C(C)C)c1F (stereo unspecified)	-1%
COc1ccc(N2CCN(c3ncnc4c3nc3n4CCCCC3)CC2)cc1	-5%
CC1CCCCN1C(=O)CSc1nc2ccccc2nc1Cc1ccccc1 (stereo unspecified)	0%
CC1(C)CC(Cc2ccc(Cl)nc2)N(C(=O)OC(C)(C)C)C1 (stereo unspecified)	-9%
N#Cc1cccc(NC(=O)N2CC[C@@]3(CCCN(C(=O)c4cnccn4)C3)C2)c1	-9%
CCc1cccc(C)c1NC(=O)CN1C(=O)c2ccccc2Sc2ncccc21	2%

Some values from the list:
TbPYK inhibitor result of COC(=O)c1ccccc1NC(=O)[C@H]1O[C@@H]2OC(C)(C)O[C@@H]2[C@H]2OC(C)(C)O[C@H]21 : 1%
TbPYK inhibitor result of COc1ccc(N2CCN(c3ncnc4c3nc3n4CCCCC3)CC2)cc1 : -5%
TbPYK inhibitor result of O=C(c1cnccn1)N1CCC2(CC1)CCN(C(c1ccccc1)c1ccccc1)CC2 : -5%
TbPYK inhibitor result of CCc1cccc(C)c1NC(=O)CN1C(=O)c2ccccc2Sc2ncccc21 : 2%
TbPYK inhibitor result of CC1(C)CC(Cc2ccc(Cl)nc2)N(C(=O)OC(C)(C)C)C1 (stereo unspecified) : -9%

Filtered by structure: the entries above containing fluorine (2)
SMILES	TbPYK inhibitor
CCc1ccc(NC(=O)CC2C(=O)N(c3cccc(C)c3)C(=O)N2Cc2ccc(F)cc2)cc1 (stereo unspecified)	-2%
Cc1ccc(F)c(CNC(=O)C2(C)CCCN2C(=O)C(C)C)c1F (stereo unspecified)	-1%

In the list so far, these contain a Cl atom.
SMILES	TbPYK inhibitor
O=C(c1ccc2c(c1)N(Cc1ccc(Cl)cc1)C(=O)c1ccccc1S2(=O)=O)N1CCc2ccccc21	14%
CC1(C)CC(Cc2ccc(Cl)nc2)N(C(=O)OC(C)(C)C)C1 (stereo unspecified)	-9%

Remaining list, next part:
SMILES	TbPYK inhibitor
CCOC(=O)N1CCc2c(sc(NCc3cccc(F)c3)c2C(=O)Nc2ccc(OC)cc2)C1	?
CCCCC12CN3CC(C)(CN(C1)C3c1cc(Br)ccc1O)C2=O (stereo unspecified)	4%
COc1cc(C(O)c2nc(-c3ccncc3)cs2)ccc1F (stereo unspecified)	6%
CCOc1ccc(CNS(=O)(=O)c2cc3c(cc2C)NC(=O)CO3)cc1	1%[15.4 µM]
CCCCc1nn2c(=O)cc(COC(=O)c3cccc(Cl)c3)nc2s1	-4%
CC1(C)CC(=O)C=C(c2ccc(-c3ccc(OC(F)(F)F)cc3)cc2)C1=O	-7%
CC(C)CC(N)c1csc(Nc2ccc(C(=O)c3ccccc3)cc2)n1 (stereo unspecified)	1%
COc1ccc(NC(=O)CSC2=Nc3ccccc3C3=NC(CC(=O)NCc4ccccc4OC)C(=O)N23)cc1Cl (stereo unspecified)	1%
COc1ccccc1N1CCN(S(=O)(=O)CCNC(=O)C(c2ccccc2)c2ccccc2)CC1	-9%
COc1ccc(C2=Nc3ccc(OC(F)(F)F)cc3NC(c3cccnc3)=N2)cc1	-3%
O=C(c1csnn1)N1CCC2(CC1)CN(c1ccncc1)C2	-9%
CCC1OC(C2CC2)CC2=C1C(=O)OC(C)(C)O2 (stereo unspecified)	-3%
CCCNC(=O)C1(C)CCCN(C(=O)COc2ccc(Cl)cc2Cl)C1 (stereo unspecified)	1%
COc1ccc(-c2cc3nc(C)cc(N4CCN(C(=O)c5cccnc5)CC4)n3n2)cc1	-6%
CC(C)CC1C(=O)N(Cc2cn(Cc3ccco3)nn2)CCS(=O)(=O)N1Cc1ccc(-c2ccncc2)cc1 (stereo unspecified)	7%
CCc1ccccc1NC(=O)Cn1cc(S(=O)(=O)N2CCCC2)c(S(=O)(=O)N2CCCC2)c1	-3%
Cc1ccc(C)c(CN2C(=O)c3ccccc3Sc3ccc(C(=O)NCCCOC(C)C)cc32)c1	0%
CCCCN(C=O)c1c(CC)nc2c(OCCC3CCCCC3)cccn12	-3%
COc1ccc(Cn2c(C(=O)O)c(CNCC(C)c3ccccc3)c3ccc(OC)cc32)cc1 (stereo unspecified)	-5%
COc1ccc(C)cc1NC(=O)C(Cc1ccccc1)NS(=O)(=O)c1ccc(Br)s1 (stereo unspecified)	4%
CC(C)CC#Cc1ccc2c(c1)O[C@H](CN(C)C(=O)Cc1ccncc1)[C@H](C)CN([C@H](C)CO)S2(=O)=O	-1%
Cc1ccc(Cn2ccnc2SCC(=O)NCc2ccccc2)cc1	-3%
Cc1c(C(=O)OC2CCCCC2)[nH]c2c1C(=O)CC(c1ccccc1Cl)C2 (stereo unspecified)	1%
COc1ccc(OC)c(NC(=O)CSc2nnc3ccc4ccccc4n23)c1	-3%
COc1ccc(C(C)=O)cc1CN1C(=O)C(Cc2ccccc2)ON=C1c1ncccc1C (stereo unspecified)	-3%
CCc1ccccc1NC(=O)Cn1c2ncccc2c(=O)n1-c1ccccc1	-1%
COCCNC(=O)c1ccc(N2CC3CC(C2)c2cccc(=O)n2C3)c(NC(=O)c2ccccc2Cl)c1 (stereo unspecified)	1%
COc1ccc(-c2noc(CCC(=O)Nc3cccc(C(=O)NC4CC4)c3)n2)cc1OC	4%
C[C@@H]1CN([C@@H](C)CO)C(=O)c2cc(C#Cc3cccc(F)c3)cnc2O[C@@H]1CN(C)CC1CCOCC1	-4%
COc1ccccc1NC(=O)Cn1nc(-c2ccc(C)cc2)c2c(c1=O)CCCC2	2%
CC(=O)Nc1nonc1-c1nnc(SCC(=O)Nc2cc(C)ccc2C)n1-c1ccccc1	1%
CCc1ccc(OCC(=O)N(Cc2ccc(C(C)C)cc2)C2CCS(=O)(=O)C2)cc1 (stereo unspecified)	8%
COc1ccccc1NC(=O)c1sc2nc3c(c(C(F)(F)F)c2c1N)CN(C(C)=O)CC3	0%
CCOc1ccccc1CNS(=O)(=O)c1cc2c(cc1C)NC(=O)CO2	-13%[15.4 µM]
CCOc1ccc(CNC(=O)c2cccc(NC(=O)N3CCSc4ncccc43)c2)cc1OC	3%[15.4 µM]
Cc1ccc(CNC(=O)Cn2cc(S(=O)(=O)Cc3cccc(Cl)c3)c3ccccc32)cc1	5%[15.4 µM]
COc1ccc(NC(=O)c2nnn(CC(=O)Nc3c(C)cc(C)cc3C)c2N)cc1OC	-7%
COc1ccc(-n2c(=O)c3ccc(C(=O)NCc4ccc(C)cc4)cc3n(CC(=O)Nc3cccc(F)c3)c2=O)cc1	-1%
COc1ccc(NC(=O)CN(c2ccc(C)cc2)S(=O)(=O)c2cccs2)cc1	-2%
Cc1ccc(NC(=O)Cn2c(C)cc(C)c(C#N)c2=O)cc1F	7%
Cc1ccc(NC(=O)c2ccc(CNS(=O)(=O)c3ccc4c(c3)C(C)(C)C(=O)N4C)cc2)cc1F	3%
Cc1cc2nn(-c3ccc(F)cc3)nc2cc1NC(=O)c1ccc(OC(C)C)cc1	3%
Cc1ccc(N2CCN(Cc3nnc(-c4ccc5c(c4)OCO5)o3)CC2)c(C)c1	3%
CCN1C(=O)[C@H]2[C@@H](c3ccc(C(F)(F)F)cc3)N[C@]3(CCCN(Cc4ccc(C)cc4)C3=O)[C@H]2C1=O	5%
OC(c1ccccc1)c1nc(-c2cccc(C(F)(F)F)c2)cs1 (stereo unspecified)	0%
COc1cccc(NC(=O)c2csc3c2CCCCC3)c1	-4%
Cc1ccn2c(Nc3ccc4c(c3)OCCO4)c(-c3ccc(Cl)s3)nc2c1	0%
CC(=O)Nc1nonc1-c1nnc(SCC(=O)Nc2cccc(C)c2C)n1-c1ccccc1	3%
CCc1cnc2c(c1SCC(=O)c1ccc(Cl)cc1)c(=O)n(C)c(=O)n2C	-24%
COc1ccc(-c2nc3scc(CCNC(=O)c4cccc(Br)c4)n3n2)cc1	-13%

Next section:
SMILES	TbPYK inhibitor
O=C(Cn1ncn2nc(-c3cccs3)cc2c1=O)NCc1cccc(Br)c1	1%
Cc1ccn2c(NC(=O)c3cccc(Cl)c3)c(-c3ccccc3)nc2c1	4%
N#CC1c2ccccc2-c2ccccc2N1C(=O)c1ccccc1 (stereo unspecified)	-9%
CC(=O)CC1c2cc(F)ccc2C=C(c2ccsc2)N1c1ccc(-c2ccc(C(N)=O)cc2)cc1 (stereo unspecified)	-1%
CSc1ccc(CCNC(=O)CCc2c(C)nc3ncnn3c2C)cc1	3%
CCOc1ccc(NC(=O)/C=C\C(=O)N(c2ccc(C(C)C)cc2)C(C(=O)NCc2ccco2)c2ccc(F)cc2)cc1 (stereo unspecified)	6%
O=C(Nc1c(O)c2ccccc2oc1=O)c1cccc(F)c1	0%
O=C(NN=Cc1cccc(O)c1O)c1ccccc1	-26%
CCC(=O)N1c2ccccc2CC1C(=O)NCCCN1CCN(c2cc(C)ccc2C)CC1 (stereo unspecified)	0%
COCCNC(=O)CSc1nc2ccccc2nc1Cc1ccc(C)cc1	-2%

Quoted at random: 3 compounds from above, in no set order.
SMILES	TbPYK inhibitor
CC(=O)Nc1nonc1-c1nnc(SCC(=O)Nc2cc(C)ccc2C)n1-c1ccccc1	1%
CCOC(=O)N1CCc2c(sc(NCc3cccc(F)c3)c2C(=O)Nc2ccc(OC)cc2)C1	?
COc1ccc(-c2noc(CCC(=O)Nc3cccc(C(=O)NC4CC4)c3)n2)cc1OC	4%

Following part:
SMILES	TbPYK inhibitor
CCCCOc1ccc(C(=O)NCCS(=O)(=O)N2CCN(c3ccccc3OC)CC2)cc1	-8%
CSc1ccc(CCNS(=O)(=O)c2cc(-c3cc(C)no3)ccc2C)cc1	0%
CC(Nc1ccc(-c2nc(-c3cccnc3)no2)cc1[N+](=O)[O-])c1ccccc1 (stereo unspecified)	-4%
CCn1c(SCC(=O)N2CCCC2=O)nc2ccccc21	-9%
COc1ccc(N2CCN(c3oc(/C=C/c4ccc(F)cc4)nc3C#N)CC2)cc1	1%
Cc1cc(C)cc(Cn2c3ccc(NC(=O)NCc4ccc(F)cc4)cc3c(=O)n2C)c1	0%
Cc1ccc(-c2cc3nc(NCCOc4ccccc4Cl)n(C)c(=O)c3s2)cc1	2%
CCCCCOC(=O)CSc1nc2sc3c(c2c(=O)n1Cc1ccccc1)CC(C)(C)OC3	0%
Nc1c(OS(=O)(=O)c2ccccc2)cccc1OS(=O)(=O)c1ccccc1	-9%
Cc1c2cnn(-c3ccccc3)c(=O)c2c(C)n1C(C)C(=O)Nc1ccc(Br)cc1F (stereo unspecified)	-2%
CC(=O)Oc1ccccc1Cn1c(C)c(C(=O)NCc2cccc([N+](=O)[O-])c2)sc1=O	-2%
CCOc1ccc(NC(=O)N(C)CCc2c(C)nn(C)c2C)cc1	1%
CC(=O)Nc1ccc(-c2ccnc3c2CC(C(=O)NCc2ccccc2)O3)cc1 (stereo unspecified)	-2%
CCc1cc(C(=O)Nc2sc(C)c(CC)c2C#N)no1	-1%
CCOc1ccc(CCNC(=O)c2cc3c(=O)n(C)c4ccccc4c3s2)cc1OCC	1%
CCOc1ccc(NC(=O)c2c(Nc3ccccc3C)sc(C(=O)c3ccccc3)c2N)cc1	5%
O=C(Nc1ccc(Br)cc1)C1CCN(S(=O)(=O)c2cccc3nsnc23)CC1	2%
Cc1c(C(=O)NCc2ccc(OC(C)C)cc2)sc2ncnc(N(C)C3CCCCC3)c12	4%
CCCn1c2ccccc2c2cnn(CC(=O)N3CCCC(C(=O)OCC)C3)c(=O)c21 (stereo unspecified)	-4%
CCCc1c(-c2ccccc2Br)ncn1Cc1ccccc1OC	-3%
Cc1ccc(C(=O)NCC(c2ccco2)S(=O)(=O)c2cccs2)cc1C (stereo unspecified)	3%
CC(C)C(=O)N1CCC1(C)C(=O)Nc1nc2ccccc2[nH]1 (stereo unspecified)	0%
O=C(Cn1c(=O)n(-c2ccccc2)c(=O)c2c3c(sc21)CCCC3)Nc1cccc(F)c1	-5%
CCNC(=O)C1(C)CCCN(Cc2cc3ccccc3o2)C1 (stereo unspecified)	-5%
Cc1cc(Cl)ccc1OCC(=O)Nc1c(Cl)ccc2nsnc12	0%
CCc1cccc(C)c1NC(=O)Cn1nnc(-c2nc(-c3ccccc3F)no2)c1N	1%
CCCN(c1ccccc1F)S(=O)(=O)c1ccc2c(c1)C(C)(C)C(=O)N2C	-2%
CCC(=O)[C@@H](C)[C@@H](OC(C)=O)[C@H](C)C[C@@H](C)[C@H]1OC(=O)C[C@@]2(O)CC=C(C)C(O2)C(C)=CCCC[C@H](O[C@H]2C[C@@H](OC(N)=O)[C@H](OC(C)=O)[C@@H](C)O2)C=C[C@H](C)C[C@H]1C	-3%
CC(C)OC(=O)N(C)C[C@H]1OCc2cn(nn2)CCCC(=O)N([C@H](C)CO)C[C@@H]1C	1%
Cc1ccc(NC(=O)CCCn2c(=O)c3cccn3c3ccccc32)cc1Cl	5%
CN(C(=O)c1cc2c(Cl)nc3ccccc3c2s1)c1cccc(C(F)(F)F)c1	-1%
CCC1Nc2ncnc(N3CCc4ccccc4C3)c2N(Cc2ccc(Br)cc2)C1=O (stereo unspecified)	9%
COCCn1c(=O)c(-c2ccc(Cl)cc2)nc2cnc(OC)nc21	-6%
CC(C)Oc1ccc(CNC(=O)c2cccc(NC(=O)c3nsc4ccccc34)c2)cc1	2%
CCOC(=O)c1c(C)[nH]c(C)c1S(=O)(=O)N1CCC(C(=O)Nc2ccc(F)cc2F)CC1	-3%
c1ccc(-c2ccc3ncccc3n2)cc1	-21%
COc1ccc(-c2cc(C(=O)Nc3sc4c(c3C#N)CCCC4)no2)cc1OC	-2%
